Screening results (PubChem BioAssay)
IMPase Li inh – cell-permeable IMPase inhibitors with lithium potentiation; CHO-M1 cells, IP1 TR-FRET (IP-One), carbachol + lithium; Potency, µM (series often up to 59.4 µM), for inactives: at the highest dose activity, negative = IMPase inhibition, usual class: inhibitors; actives 0.35% (n = 210,000); AID 1457;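 further: IP1 builds up when IMPase is blocked and the TR-FRET signal falls; potency means the concentration at half of the fitted maximal effect; plate controls were basal vehicle for no effect and high inhibitor control for full effect; nearly all actives have a fitted effect of over 50% in size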
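IP1 accumulation measured by competitive TR-FRET in lysed CHO-M1 cells after 30 min compound exposure at 37C, with a small lithium addition to potentiate weak responses. Hill-equation AC50 from ratio and donor-channel data.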
Epigenetic derep – epigenetic control regulation, reporter derepression. murine LDR cells, GFP reporter derepression, 30 h. Potency, µM (top dose mostly 53.9 µM), without a hit: at the highest dose GFP activation, usual class: activators. actives 0.2% (n = 280,000); further: potency means the concentration at half of the fitted maximal effect; % of control where 0% means no effect; nearly all actives have a fitted effect of over 60% in size
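Murine LDR cells bearing a silenced CMV-driven GFP reporter were exposed to compound for 30 h at 37 C. After PBS washes, GFP-positive cells (20-120 um objects) counted by laser-scanning microplate cytometry.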
KinaseGlo FLuc – Kinase-Glo luciferase inhibition (counter-screen). Q27757. Kinase-Glo luciferase, ATP luminescence, 8 min. Potency, µM (highest dose often 38.3 µM), for the others: at the highest dose activity change, negative = inhibition, hits mostly inhibitors. actives 0.28% (n = 200,000). AID 1379; further: potency means the concentration at half of the fitted maximal effect; on the % scale 0 is the no-effect control and ±100 the full control effect; nearly all actives have a fitted effect of over 60% in size
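Kinase-Glo luciferase light output from ATP and luciferin was measured with 10 uM ATP, within the enzyme's linear range. Buffer: 50 mM imidazole pH 7.2, 50 mM KCl, 7 mM MgCl2, 0.01% Tween 20, 0.05% BSA; luminescence read after 8 min at ambient temperature.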
CBFb-RUNX1 inh – blocks binding between human CBF-beta and RUNX1. Q01196+Q13951. AlphaScreen CBFb-His/RUNX1-biotin binding, biochemical. Potency, µM (highest dose often 59.8 µM), for inactives: top-dose activity, negative = inhibition, actives largely listed as inhibitors. 230,000 tested, under 10 active. AID 1477; further: % of control where 0% means no effect
Target sequence (Q01196 whole entry, looked up): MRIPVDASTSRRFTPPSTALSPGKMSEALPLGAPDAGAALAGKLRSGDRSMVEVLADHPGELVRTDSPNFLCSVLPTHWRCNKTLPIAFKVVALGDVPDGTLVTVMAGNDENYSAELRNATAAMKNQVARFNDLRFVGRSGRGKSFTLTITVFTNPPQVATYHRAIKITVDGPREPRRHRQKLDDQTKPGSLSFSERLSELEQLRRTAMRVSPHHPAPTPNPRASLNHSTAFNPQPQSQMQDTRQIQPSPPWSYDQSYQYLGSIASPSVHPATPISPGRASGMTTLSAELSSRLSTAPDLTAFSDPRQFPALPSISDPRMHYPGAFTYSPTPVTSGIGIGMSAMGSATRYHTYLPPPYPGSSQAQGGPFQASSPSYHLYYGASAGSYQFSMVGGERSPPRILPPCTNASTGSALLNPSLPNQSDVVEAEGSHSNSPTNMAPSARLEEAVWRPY
Target sequence (Q13951 whole entry, looked up): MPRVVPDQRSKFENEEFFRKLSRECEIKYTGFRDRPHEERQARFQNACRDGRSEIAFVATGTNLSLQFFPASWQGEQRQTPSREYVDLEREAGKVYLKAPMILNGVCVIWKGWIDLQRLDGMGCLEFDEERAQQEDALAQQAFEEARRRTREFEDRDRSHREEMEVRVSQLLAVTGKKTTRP
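Compounds were screened at multiple concentrations against a preformed CBF-beta(His)/RUNX1(biotin) complex (30 nM of each) for 15 min at room temperature, followed by 90 min with nickel and streptavidin beads and AlphaScreen reading.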
NPSR antagonist – blocks cAMP signaling of the human neuropeptide S receptor; Q6W5P4; CHO-NPSR cells, cAMP TR-FRET, antagonist mode; Potency, µM (top dose mostly 38.3 µM), without a hit: at the top dose activity change, negative = inhibition, hits mostly inhibitors; actives 1% (n = 220,000); AID 1461; further: potency means the concentration at half of the fitted maximal effect; on the % scale 0 is the no-effect control and ±100 the full control effect; nearly all actives have a fitted effect of over 50% in size; many of its hits are not listed in these tables
HTT aggregate – mutant huntingtin aggregation inhibition; PC12 HttQ103-GFP aggregates, Acumen cytometry, 40 h; Potency, µM (series often up to 46.1 µM), without a hit: at the highest dose activity change, negative = inhibition, most hits filed as inhibitors; actives 1.1% (n = 220,000); further: potency means the concentration at half of the fitted maximal effect; on the % scale 0 is the no-effect control and ±100 the full control effect; nearly all actives have a fitted effect of over 60% in size
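Ecdysone-promoter PC12 model expressing HTT exon 1 Q103 fused to GFP, induced by tebufenozide at 100 nM final. Compounds titrated; aggregates sized 1–25 µm scored on a 488 nm laser cytometer.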
LMNA splice mod – modulators of lamin A splicing. HeLa LMNA splicing GFP/RFP minigene ratio, 48 h. Potency, µM (doses to about 46.1 µM), for the others: top-dose ratio change, negative = inhibition, actives largely listed as inhibitors. actives 0.01% (n = 200,000). AID 1487; active means well fitted inhibition curve with a large enough effect in the signal ratio, with a control signal flat, not every such curve was filed as active; inconclusive means small, poorly fitted or top-dose-only effect, or effect the other way, or a change in a side signal; the % refers to the signal ratio; further: potency means the concentration at half of the fitted maximal effect; on the % scale 0 is the no-effect control and ±100 the full control effect
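S3 HeLa cells stably expressing lamin A-EGFP splicing minigene plus DsRed2, 600 cells/well, 48 h compound exposure at 37C. Laser-scanning cytometry; analysed as GFP (500-530 nm)/RFP (575-640 nm) total intensity ratio; 0.5% DMSO vehicle.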
* = called active by the depositor; ? = inconclusive; . = not tested or not shown; & = joins results of further samples; [ ] = remark or other dose. Unless noted, the call rests on the fitted dose curve; in most records, active means well fitted curve in the direction sought with a large enough effect; inconclusive means small, poorly fitted or top-dose-only effect, or another doubt; inactive means no such curve, though single readings can be large; an effect the other way counts as inactive or inconclusive. A portion of the library, so the mix of outcomes need not match the whole.

Start of the listing, in advance:
SMILES	IMPase Li inh	Epigenetic derep	KinaseGlo FLuc	CBFb-RUNX1 inh	NPSR antagonist	HTT aggregate	LMNA splice mod
O=C(c1ccco1)N1CCN(C(c2ccccc2Cl)c2nnnn2Cc2ccco2)CC1 (stereo not drawn)	34%[activator][38.3 µM]	0.2%	-1%	2%	?	7%	0%
COc1ccc(CCN(Cc2ccccn2)C(=S)Nc2cccc(C)c2)cc1OC	7%	-1.5%	-1%	-2%	-17%	-8%	0%[46 µM]
Cc1occc1C(=O)NNC(=O)c1ccccc1F	-14%	0.2%	-23%	15%	9%	-5%	.
CN1CCc2c(sc(NC(=O)c3cc4cc([N+](=O)[O-])ccc4s3)c2C(N)=O)C1	13%	1.1%	2%	?	-26%	7.1µM*	.
CN1CN(C)c2cccc3cccc1c23	-2%	1.2%	1%	0%	12%[46.1 µM]	-19%	-14%
COc1cccc2c1C(=O)c1c(O)c3c(c(O)c1C2=O)C[C@](O)(C(=O)CO)C[C@H]3O[C@@H]1C[C@H](N)[C@H](O)[C@H](C)O1	7%	?	-6%[17.1 µM]	-13%[21.7 µM]	.	.	?
COC(=O)c1c(-c2ccccc2)csc1NC(=O)c1ccco1	?	1.9%	-4%	1%	-4%[46.1 µM]	-8%[9.22 µM]	12%
COc1ccccc1NC(=O)CSc1nc(C)c2c(c1C#N)CCCC2	14%[38.3 µM]	0.0%	-3%	-2%	-25%[46.1 µM]	12%	?
Cc1ccc(CSCCNC(=O)c2ccc(Cl)c(S(=O)(=O)N3CCOCC3)c2)cc1	5%[38.3 µM]	-5.5%	2%	-6%	-12%[46.1 µM]	-2%[9.22 µM]	?
CCOCCCn1c(SCC(=O)NC(C)C)nc2ccccc2c1=O	-1%[38.3 µM]	-3.1%	0%	0%	-7%[46.1 µM]	-6%	6%
COc1ccc(C(=O)CSc2nnn(-c3cccc(NC(C)=O)c3)n2)cc1	.	-2.4%	.	2%	2%[7.67 µM]	9%[9.22 µM]	.
CSc1nnc(-c2cccc(NC(=S)NN)c2)o1	5%	?	1%	-3%	-11%	7%	.
O=C(NC(=S)NNC(=O)c1ccc(Cl)cc1Cl)c1cccnc1	-2%	0.0%	4%	-21%	4%	6%	?
CC(=O)NN1C(=O)/C(=C/c2ccc(Br)o2)SC1=S	7%[38.3 µM]	-0.3%	1%	?	-15%[46.1 µM]	-8%[9.22 µM]	-14%

This part in full, previewed entries included:
SMILES	IMPase Li inh	Epigenetic derep	KinaseGlo FLuc	CBFb-RUNX1 inh	NPSR antagonist	HTT aggregate	LMNA splice mod
O=C(c1ccco1)N1CCN(C(c2ccccc2Cl)c2nnnn2Cc2ccco2)CC1 (stereo not drawn)	34%[activator][38.3 µM]	0.2%	-1%	2%	?	7%	0%
COc1ccc(CCN(Cc2ccccn2)C(=S)Nc2cccc(C)c2)cc1OC	7%	-1.5%	-1%	-2%	-17%	-8%	0%[46 µM]
Cc1occc1C(=O)NNC(=O)c1ccccc1F	-14%	0.2%	-23%	15%	9%	-5%	.
CN1CCc2c(sc(NC(=O)c3cc4cc([N+](=O)[O-])ccc4s3)c2C(N)=O)C1	13%	1.1%	2%	?	-26%	7.1µM*	.
CN1CN(C)c2cccc3cccc1c23	-2%	1.2%	1%	0%	12%[46.1 µM]	-19%	-14%
COc1cccc2c1C(=O)c1c(O)c3c(c(O)c1C2=O)C[C@](O)(C(=O)CO)C[C@H]3O[C@@H]1C[C@H](N)[C@H](O)[C@H](C)O1	7%	?	-6%[17.1 µM]	-13%[21.7 µM]	.	.	?
COC(=O)c1c(-c2ccccc2)csc1NC(=O)c1ccco1	?	1.9%	-4%	1%	-4%[46.1 µM]	-8%[9.22 µM]	12%
COc1ccccc1NC(=O)CSc1nc(C)c2c(c1C#N)CCCC2	14%[38.3 µM]	0.0%	-3%	-2%	-25%[46.1 µM]	12%	?
Cc1ccc(CSCCNC(=O)c2ccc(Cl)c(S(=O)(=O)N3CCOCC3)c2)cc1	5%[38.3 µM]	-5.5%	2%	-6%	-12%[46.1 µM]	-2%[9.22 µM]	?
CCOCCCn1c(SCC(=O)NC(C)C)nc2ccccc2c1=O	-1%[38.3 µM]	-3.1%	0%	0%	-7%[46.1 µM]	-6%	6%
COc1ccc(C(=O)CSc2nnn(-c3cccc(NC(C)=O)c3)n2)cc1	.	-2.4%	.	2%	2%[7.67 µM]	9%[9.22 µM]	.
CSc1nnc(-c2cccc(NC(=S)NN)c2)o1	5%	?	1%	-3%	-11%	7%	.
O=C(NC(=S)NNC(=O)c1ccc(Cl)cc1Cl)c1cccnc1	-2%	0.0%	4%	-21%	4%	6%	?
CC(=O)NN1C(=O)/C(=C/c2ccc(Br)o2)SC1=S	7%[38.3 µM]	-0.3%	1%	?	-15%[46.1 µM]	-8%[9.22 µM]	-14%
O=C(NCCC1=CCCCC1)C(=O)NCC(c1ccco1)N1CCN(c2ccc(F)cc2)CC1 (stereo not drawn)	12%	-0.9%	0%	-5%	-30%	?	-3%
CC(=O)NC(=O)NC1CSCC1OC(C)=O (stereo not drawn)	15%[38.3 µM]	0.0%	1%	7%	?	-15%	-2%
CC(=O)c1ccc(Nc2cc(C)nc3c(C)cc(C)cc23)cc1	13%	1.5%	-1%	-4%	-31%	18%	.
COc1cc(C(=O)NCCC(=O)NCCN2CCCCCC2)cc(OC)c1OC	15%[38.3 µM]	0.0%	0%	0%	-8%[46.1 µM]	-2%	3%
CCCn1c(SCC(=O)N2CCc3ccccc32)nnc1-c1ccco1	-2%[38.3 µM]	1.2%	11%	1%	-29%[46.1 µM]	-16%[9.22 µM]	19%
Oc1cccc(O)c1	4%&11%	-1.3%	0%	10%	.	36%	?
CCSc1c(C(=O)NC)ccc2c1C(=O)c1ccccc1C2=O	-3%[38.3 µM]	2.8%	-1%	0%	4%[46.1 µM]	-1%	-7%
Fc1ccccc1OCCCCn1cncn1	8%	-0.1%	2%	-1%	0%	-6%	0%
C[N+]1(CCOS(=O)C23CC4CC(CC(C4)C2)C3)CCOCC1 (stereo not drawn)	7%[38.3 µM]	1.4%	-1%	0%	-3%[46.1 µM]	2%	-5%
Cc1ccc(S(=O)(=O)N(CC(=O)NCc2ccncc2)C2CCCCC2)cc1	-12%[38.3 µM]	-0.4%	-1%	-7%	-22%[46.1 µM]	11%	15%
O=C(COC(=O)C1(c2ccc(F)cc2)CCCC1)N1CCc2ccccc21	6%	-1.0%	-7%	?	-53%	1%	?
COc1cccc(C(C)NC(=S)NCc2ccc(Cl)cc2)c1 (stereo not drawn)	7%	1.7%	2%	-3%	-13%	?	?
Cc1ccc(-n2[nH]c(C)c(C=NC34CN5CN(CN(C5)C3)C4)c2=O)cc1C	-28%[38.3 µM]	-1.6%	-10%	2%	-19%[46.1 µM]	8%	7%
O=C(CC1Sc2ccccc2NC1=O)Nc1cccc(-c2nnc3n2CCCCC3)c1 (stereo not drawn)	3%[38.3 µM]	0.3%	-6%	-2%	-4%[46.1 µM]	-4%	0%
